Screens as filed in PubChem BioAssay.
ADAM10 inh: human ADAM10 inhibitors, primary screen, biochemical, QFRET, HTS | recombinant ADAM10, EDANS/DABCYL FRET peptide cleavage, 3 h | inhibition, % at 7 µM | 370,000 tested, 0.62% active;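 active means inhibition above a per-campaign cutoff equal to the mean of compounds falling between control-based bounds plus 3 SD, cut at about 20% in these data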;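 further: 0% = DMSO wells while the 100% control is not disclosed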
Target sequence (O14672 214-748 limits assumed): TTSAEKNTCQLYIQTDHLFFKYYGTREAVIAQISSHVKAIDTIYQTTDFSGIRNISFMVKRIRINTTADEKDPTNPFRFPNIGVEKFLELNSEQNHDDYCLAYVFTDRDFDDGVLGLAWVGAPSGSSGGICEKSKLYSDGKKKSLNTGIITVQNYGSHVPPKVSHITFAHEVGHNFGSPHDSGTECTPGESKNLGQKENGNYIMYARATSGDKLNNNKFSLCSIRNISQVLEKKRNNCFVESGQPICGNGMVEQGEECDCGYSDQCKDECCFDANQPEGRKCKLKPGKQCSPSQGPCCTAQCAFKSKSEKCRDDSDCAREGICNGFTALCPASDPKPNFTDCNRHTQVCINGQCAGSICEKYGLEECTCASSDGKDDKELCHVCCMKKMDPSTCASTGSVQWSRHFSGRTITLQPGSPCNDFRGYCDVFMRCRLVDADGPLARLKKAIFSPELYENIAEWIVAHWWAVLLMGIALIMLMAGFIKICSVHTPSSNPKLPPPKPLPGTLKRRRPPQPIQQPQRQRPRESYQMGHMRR
ADAM17 inh: ADAM17 inhibitors, primary screen, biochemical, QFRET; Disintegrin and metalloproteinase domain-containing protein 17 (Homo sapiens), P78536; recombinant ADAM17, EDANS/DABCYL FRET peptide cleavage; inhibition, % at 6.95 µM; 370,000 tested, 0.83% active;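 active means inhibition above the mean of compounds lying between control limits plus 3 SD, set per campaign, cut at about 8.5% in these data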;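 further: 0% = DMSO-only wells as the low control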
Target sequence (P78536 215-824 limits assumed): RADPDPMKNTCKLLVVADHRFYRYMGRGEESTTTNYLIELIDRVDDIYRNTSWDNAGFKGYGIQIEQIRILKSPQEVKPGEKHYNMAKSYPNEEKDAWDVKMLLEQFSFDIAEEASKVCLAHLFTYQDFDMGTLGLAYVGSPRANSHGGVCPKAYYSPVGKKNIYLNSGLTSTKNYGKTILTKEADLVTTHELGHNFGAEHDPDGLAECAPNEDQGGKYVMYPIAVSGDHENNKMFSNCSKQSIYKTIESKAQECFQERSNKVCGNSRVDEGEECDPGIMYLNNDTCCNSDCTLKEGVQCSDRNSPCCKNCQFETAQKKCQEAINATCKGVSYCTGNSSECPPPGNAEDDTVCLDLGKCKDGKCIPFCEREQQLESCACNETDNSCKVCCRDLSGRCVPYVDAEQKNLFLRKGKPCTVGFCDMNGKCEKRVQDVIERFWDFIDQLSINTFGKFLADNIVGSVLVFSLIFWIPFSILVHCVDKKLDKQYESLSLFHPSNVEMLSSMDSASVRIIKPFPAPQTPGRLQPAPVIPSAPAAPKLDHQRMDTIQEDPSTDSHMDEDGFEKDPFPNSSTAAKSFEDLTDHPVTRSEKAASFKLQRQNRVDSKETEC
hgDAF-12 ag: H. glycines DAF-12 receptor agonists, primary screen, cell-based, luminescence, HEK293, GAL4 fusion, UAS-luciferase. HEK293 GAL4-hgDAF12 UAS-luciferase reporter, agonist luminescence; normalized to butyrate control. activation, % at 6.8 µM. 370,000 tested, 1.8% active. AID 687014, 2013;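 active means activation above a cutoff set at the mean of all screened compounds plus 3 SD, cut at about 10% in these data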;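 further: 0% = DMSO wells and 100% = sodium butyrate wells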
hcDAF12 agonist: H. contortus DAF-12 nuclear receptor activators, primary screen, cell-based, luminescence, HEK293, lit1-tk-luc reporter; AID 652067, 2013; 370,000 tested, 1.4% active; HEK293 hcDAF-12 lit1-tk-luc reporter; 0% DMSO, 100% Δ7-dafachronic acid; activation, % at 6.8 µM;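 active means activation above the mean of all tested compounds plus 3 SD, cut at about 5.5% in these data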;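 further: 100% = response to 3 µM Δ7-dafachronic acid high control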
PLCb3 inh: human PLC-beta3 inhibitors, primary screen, biochemical, fluorescence | 1-phosphatidylinositol 4,5-bisphosphate phosphodiesterase beta-3 (Homo sapiens), Q01970 | Purified PLC-beta3, fluorogenic substrate | inhibition, % at 12.2 µM | 370,000 tested, 0.18% active; in the data active means inhibition above about 11%;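 further: 0% = median of compound wells on plate and 100% = full blocker control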
GAA850 FXN act: FXN promoter activators, primary screen, cell-based, luciferase luminescence, HEK293 lucGAA850; HEK293 lucGAA850 FXN promoter luciferase reporter, 24 h; percent of 10 µM SAHA response; activation, % at 6 µM; 360,000 tested, 0.56% active;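 active means activation above the average of all compounds screened plus 3 SD, cutoff fixed separately per campaign, cut at about 7.5% in these data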;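 further: 0% = DMSO wells and 100% = 10 µM SAHA wells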
DAX1 inh-1: DAX1 (NR0B1) inhibitors, primary screen, cell-based, HEK293, Gal4-DAX1, luciferase luminescence | Nuclear receptor subfamily 0 group B member 1 (Homo sapiens), P51843 | HEK293 Gal4-DAX1 luciferase reporter | inhibition, % at 6.75 µM | 340,000 tested, 0.99% active | AID 504766, 2011;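 active means inhibition above the mean over all tested compounds plus 3 SD, cut at about 4.2% in these data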;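 further: 0% = DAX1-transfected cells with DMSO and 100% = empty-vector control cells with DMSO; inhibition shows as a rise in luminescence from relieved DAX1 repression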
PLCg1 inh: PLC-gamma1 enzyme inhibitors, primary screen, biochemical, fluorescence, purified enzyme | fluorogenic substrate | AID 720700, 2013 | inhibition, % at 12.2 µM | 370,000 tested, 0.84% active; in the data active means inhibition above about 9.5%
HGIII-sPLA2 inh: human group III sPLA2 inhibitors, primary screen, biochemical, QFRET, BODIPY PC-A2 liposome substrate; AID 743126, 2013; QFRET BODIPY PC-A2 liposome hydrolysis, fluorescence; 370,000 tested, 0.56% active; inhibition, % at 12.2 µM; Group 3 secretory phospholipase A2 (Homo sapiens), Q9NZ20;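 active means inhibition above mean plus 3 SD of compounds lying within the high and low control bounds, cut at about 19% in these data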;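 further: 0% = median of test compound wells and 100% = no enzyme DMSO wells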
DAX1 inh-2: DAX1 (NR0B1) inhibitors on StAR promoter, primary screen, cell-based, luminescence, SF-1 (NR5A1), full-length DAX-1; HEK293T StAR-luciferase reporter, SF-1/DAX-1 repression relief; inhibition, % at 6.8 µM; 370,000 tested, 1.1% active; AID 652010, 2013;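 active means inhibition above the mean over all tested compounds plus 3 SD, cut at about 3.6% in these data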;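 further: 0% = DAX-1 cells with DMSO and 100% = cells lacking DAX-1 with DMSO; higher inhibition means more luminescence from relief of DAX-1 repression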
ssDAF12 agonist: S. stercoralis DAF-12 nuclear receptor activators, primary screen, cell-based, luminescence, HEK293, GRIP1 co-expression, lit1-tk-luc; HEK293 ssDAF-12/GRIP1 lit1-tk-luc reporter; % of 3 µM dafachronic acid response; activation, % at 6.8 µM; Nuclear hormone receptor DAF-12 (Strongyloides stercoralis); 370,000 tested, 1% active;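 active means activation above the mean over all tested compounds plus 3 SD, cut at about 0.9% in these data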;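 further: 0% = DMSO-only wells and 100% = 3 µM delta7-dafachronic acid wells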
Numbers without * were called inactive; i = inactive; nt = not tested or not shown. No enrichment for hits. Share with any hit: about 6.9%.

Under each structure: ADAM10 inh | ADAM17 inh | hgDAF-12 ag | hcDAF12 agonist | PLCb3 inh | GAA850 FXN act | DAX1 inh-1 | PLCg1 inh | HGIII-sPLA2 inh | DAX1 inh-2 | ssDAF12 agonist
> O=C(O)c1cccc(C(=O)O)c1Br
→ 2 | 2 | -1.2 | -1.9 | 2 | 3.4 | 0.7 | 1 | 11 | -0.7 | -1.1
> Cc1ccc(OCC(=O)Oc2ccccc2[N+](=O)[O-])cc1
→ -1 | -2 | -0.7 | 0.1 | -5 | 1.2 | 0.6 | 2 | 2 | 0.1 | -1.9
> COc1ccc(C(=O)NNC(=O)C(=O)Nc2ccc(C)c(Cl)c2)cc1
→ 5 | 2 | -2.9 | 0.5 | -5 | -3.0 | -1.0 | 5 | 7 | 0.9 | -1.4
> CCOc1ccc(NC(=O)COc2coc(CN3CCc4ccccc4C3)cc2=O)cc1
→ -1 | -3 | 3.0 | -0.5 | 6 | -1.8 | -2.1 | 4 | 2 | -1.8 | -1.1
> O=Cc1ccc(OC(=O)C2CC(=O)N(c3ccc(F)cc3)C2)cc1 (centres undefined)
→ 5 | 3 | 2.1 | 0.8 | 4 | -3.0 | -0.1 | 3 | 1 | 0.2 | -1.7
> O=[N+]([O-])c1ccc(Nc2ccccc2F)nc1
→ 9 | 3 | 0.0 | -0.5 | -23 | 0.9 | 3.2 | -8 | -2 | -1.2 | -1.4
> CCc1ccccc1NC(=O)C1CCCC1
→ 2 | -6 | 0.2 | -0.8 | 2 | 0.3 | nt | 4 | 14 | 0.0 | -2.0
> CC(=O)Nc1ccc(S(=O)(=O)N[C@@H](C)C(=O)OCC(=O)c2ccc(C)cc2)cc1
→ -5 | -1 | 2.4 | -0.5 | -5 | -1.7 | 0.8 | -2 | 1 | 1.1 | -1.3
> O=C1c2ccccc2C(=O)N1CC(O)COc1ccccc1Cl (centres undefined)
→ 2 | -5 | 5.8 | -1.0 | -2 | 2.9 | 1.9 | 3 | 12 | -0.2 | -0.8
> CCN1CCCc2cc(CN(CCN3CCOCC3)C(=S)Nc3ccc(OC)cc3)ccc21
→ -11 | -6 | -1.7 | -0.4 | -58 | 2.1 | 0.7 | -22 | 6 | -0.5 | -1.5
> CC(=O)c1ccc(NC(=S)NCc2ccco2)cc1
→ -4 | 0 | 3.6 | 0.5 | 0 | 1.5 | 2.9 | -3 | 2 | -0.1 | -1.4
> NC(=O)c1ncn([C@@H]2O[C@H](C(=O)N[C@H](Cc3ccccc3)C(=O)N3CCN(c4ccc(Cl)cn4)CC3)[C@@H](O)[C@H]2O)n1
→ -157 | -51 | 0.0 | -0.3 | -24 | nt | nt | -20 | -3 | 0.8 | -1.3
> CN(C)CCN(C(=O)c1ccc(Br)s1)c1nc2cc3c(cc2s1)OCCO3
→ -8 | -9 | 8.7 | 2.1 | -12 | 3.2 | 1.4 | 0 | 11 | 1.0 | 0.1
> C/C(=C/c1ccccc1)C(=O)N1CCN(c2ccc(F)cc2)CC1
→ 2 | -3 | -2.4 | 0.2 | -2 | 1.6 | -0.5 | 2 | -3 | 0.4 | -0.9
> CC(C)CN1C(=O)[C@@]2(CC(=O)N(C)C2c2ccccc2)c2cc(-n3cc(C(C)(C)O)nn3)ccc21 (some centres undefined)
→ -1 | 1 | -2.0 | -0.8 | 1 | nt | nt | 0 | 4 | 0.8 | 0.0
> CC(C)(C)n1ncc2c(=O)n(Cc3cccc(Cl)c3)cnc21
→ -4 | 1 | 4.1 | -0.3 | 5 | 1.5 | 0.5 | 2 | -2 | -0.1 | -1.8
> Cc1ccccc1-c1nnc(-c2cccs2)o1
→ -13 | -8 | 9.0 | 7.7* | -8 | 8.0* | 3.8 | 2 | -7 | 0.8 | 1.3*
> Clc1cccc(Cl)c1COn1nnc2ccccc21
→ -2 | -3 | 4.6 | 2.8 | -4 | 1.1 | 0.7 | -2 | 1 | 0.6 | -0.1
> COc1cccc(NC(=O)N(C)C[C@H]2Oc3ncc(Br)cc3C(=O)N([C@H](C)CO)C[C@H]2C)c1
→ -20 | -8 | 1.7 | -0.2 | 3 | -3.1 | 0.0 | 1 | 12 | 0.4 | -1.4
> CCOC(=O)c1cnc2nc(Cc3ccccc3)[nH]n2c1=O
→ 6 | -4 | -0.2 | -1.2 | 0 | 1.4 | 0.0 | 1 | 8 | 0.2 | -1.1

Laid out differently: entries from further up
structure	ADAM10 inh	ADAM17 inh	hgDAF-12 ag	hcDAF12 agonist	PLCb3 inh	GAA850 FXN act	DAX1 inh-1	PLCg1 inh	HGIII-sPLA2 inh	DAX1 inh-2	ssDAF12 agonist
Clc1cccc(Cl)c1COn1nnc2ccccc21	-2	-3	4.6	2.8	-4	1.1	0.7	-2	1	0.6	-0.1
Cc1ccccc1-c1nnc(-c2cccs2)o1	-13	-8	9.0	7.7*	-8	8.0*	3.8	2	-7	0.8	1.3*

Single records (already shown). Order of values: ADAM10 inh, ADAM17 inh, hgDAF-12 ag, hcDAF12 agonist, PLCb3 inh, GAA850 FXN act, DAX1 inh-1, PLCg1 inh, HGIII-sPLA2 inh, DAX1 inh-2, ssDAF12 agonist
Listed for C/C(=C/c1ccccc1)C(=O)N1CCN(c2ccc(F)cc2)CC1 → 2, -3, -2.4, 0.2, -2, 1.6, -0.5, 2, -3, 0.4, -0.9
Listed for Clc1cccc(Cl)c1COn1nnc2ccccc21 → -2, -3, 4.6, 2.8, -4, 1.1, 0.7, -2, 1, 0.6, -0.1
Listed for Cc1ccccc1-c1nnc(-c2cccs2)o1 → -13, -8, 9.0, 7.7*, -8, 8.0*, 3.8, 2, -7, 0.8, 1.3*

Other entries
Under each structure: ADAM10 inh | ADAM17 inh | hgDAF-12 ag | hcDAF12 agonist | PLCb3 inh | GAA850 FXN act | DAX1 inh-1 | PLCg1 inh | HGIII-sPLA2 inh | DAX1 inh-2 | ssDAF12 agonist
> C[C@H](O)[C@@H]1C(=O)N2CCc3c([nH]c4cccc(-c5ccccc5)c34)[C@@H]2C[C@@H]1N(C)C(=O)c1ccco1
→ i | -162 | 0.6 | -0.1 | -353 | nt | nt | -278 | -3 | -0.9 | -1.4
> Cn1c(=O)c2c(nc(SCc3ccc(F)cc3)n2C)n(C)c1=O
→ 4 | -2 | 1.1 | -0.5 | -3 | 0.6 | -0.7 | 0 | -2 | -0.1 | -1.6
> Cc1csc(=O)n1CC(=O)OC(C)C(=O)Nc1ccc(N(C)C)cc1 (centres undefined)
→ -7 | -3 | 1.9 | 0.7 | -9 | -0.3 | -1.0 | -1 | 14 | 0.5 | -0.3
> CN(Cc1ccccc1)C(=O)CCS(=O)(=O)c1ccc2c(c1)n(C)c(=O)c(=O)n2C
→ -70 | -12 | -0.7 | -0.5 | -30 | -1.1 | 2.7 | -12 | 19 | -1.2 | -1.1
> C[C@H](CO)N1C[C@H](C)[C@@H](CN(C)C(=O)Nc2ccc3c(c2)OCO3)Oc2c(cccc2N(C)C)C1=O
→ -9 | -4 | -2.4 | -0.8 | -15 | 0.0 | 0.6 | -10 | -4 | 0.3 | 0.0
> CC(C(=O)NCC1CCCCC1)N(C)CC(=O)Nc1ccc(N2CCOCC2)cc1 (centres undefined)
→ -3 | -5 | 3.6 | -1.4 | -7 | -1.4 | 1.1 | -3 | 3 | -0.7 | -1.2
> Cc1ccc(S(=O)(=O)N(C)C)cc1NC(=O)COC(=O)c1ccc2c(c1)OCO2
→ 8 | 0 | 0.2 | -1.5 | 0 | 3.1 | -0.6 | 2 | -8 | -0.2 | -1.3
> COc1ccc(-c2ccnc3c(C#N)cnn23)cc1
→ i | i | 0.6 | -1.1 | i | 2.3 | 1.5 | i | -2 | 0.3 | -1.6
> CC(Sc1ccsc1[N+](=O)[O-])C(=O)NCCc1ccc(Cl)cc1 (centres undefined)
→ 7 | 2 | -0.8 | 0.4 | 1 | -1.1 | -0.4 | 2 | -22 | 0.0 | -0.9
> O=C(O)Cn1ccc2cc(S(=O)(=O)N3CCCCC3)ccc21
→ 1 | -2 | -0.9 | -0.7 | 3 | 1.9 | 0.6 | 2 | 1 | -0.1 | -1.3
> O=C(NNC(=O)c1ccncc1)Nc1cccc(C(F)(F)F)c1
→ 0 | -1 | -0.7 | -0.6 | -4 | 0.2 | -0.1 | 2 | -6 | 0.9 | -1.0
> COc1ccc(NC(=O)CSc2nc3c(cc2C#N)CN(C)CC3)cc1
→ -22 | -7 | 0.2 | 0.0 | -40 | 0.7 | -0.4 | -33 | -1 | 0.2 | -1.3
> COc1c2c(cc3c1c(=O)c1ccccc1n3C)OCO2
→ i | -279 | 1.2 | 0.5 | i | nt | nt | i | -1 | 0.2 | -1.2
> O=C(O)CCN1C(=O)/C(=C/c2ccc(F)cc2F)SC1=S
→ -1 | -1 | 0.4 | -0.2 | -4 | nt | nt | -1 | -6 | nt | 0.5
> CN1CC=C(c2ccc(C(F)(F)F)cc2)N(c2ccc(Br)cc2)C1=O
→ 8 | 5 | 1.8 | -0.8 | 2 | nt | nt | 3 | -7 | -1.3 | -1.3
> COc1cccc(CNc2ccc(F)c([N+](=O)[O-])c2)c1O
→ 3 | -1 | 7.8 | -0.5 | 0 | 2.0 | -1.0 | -1 | -20 | -0.4 | -1.5
> Cc1cccc(NC(=O)c2cccc(N3C(=O)C4C5CCC(C5)C4C3=O)c2)c1C (centres undefined)
→ -7 | 1 | 4.3 | 0.3 | 4 | -2.2 | -0.5 | -1 | 5 | 1.0 | -1.8
> COc1ccc(Cn2c(CCC(=O)NCc3ccco3)nc3cccnc32)cc1
→ -2 | -6 | 1.6 | -1.0 | -2 | -1.3 | 1.4 | -3 | 1 | 0.6 | -1.5
> CCOC(=O)c1c(C)c(C(=O)NCc2ccccc2OC)c(C)n1C
→ -11 | 3 | -0.6 | -1.3 | -3 | 2.2 | -0.9 | 1 | -6 | -0.4 | -1.8
> Cc1cnc(C)c(Nc2nc(C(N)c3ccccc3)cs2)n1 (centres undefined)
→ -13 | -5 | 2.0 | 3.5 | -31 | 0.1 | nt | -15 | 14 | 0.7 | -0.9
> O=C(Nc1ccccc1)N1CCc2ccccc2C1
→ 5 | -4 | 11* | 6.8* | 3 | 4.4 | 1.5 | 3 | 6 | 1.4 | 0.4
> Cc1ccc(NC(=O)CCN2CCN(CCO)CC2)cc1Br
→ -24 | -3 | -2.1 | -0.6 | -2 | 1.1 | 1.5 | 6 | 23* | 0.2 | -1.3
